High-throughput results: PubChem, Johns Hopkins Ion Channel Center
Kir21 block = Kir2.1 (mouse) channel inhibition; P35561; HEK293-Kir2.1, FluxOR thallium flux fluorescence; stronger effect = lower value; 310,000 compounds, 0.85% hits; B-score at 10 µM; AID 1672;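 active = fluorescence ratio B-score at or below minus 3 SD of library scores, with starting-brightness B-score within 2 SD, cut at about -4.2 in these data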;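 note: channel flux triggered by added potassium and thallium sulfate stimulus; B-score of peak minus minimum fluorescence over baseline after thallium stimulus; more negative B-score means stronger Kir2.1 block with less thallium influx; some compounds called inactive have numbers as strong as hits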
KCNQ2 block = KCNQ2 potassium channel inhibitors, primary screen, cell-based, CHO-K1, FluxOR thallium flux, B-score (AID 2156); O88943; 20 min; stronger effect = lower value; 310,000 compounds, 1.1% hits; B-score at 10 µM;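 active = fluorescence ratio B-score at most minus 3 library SDs, with starting brightness B-score within 2 library SDs, cut at about -5.5 in these data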
Target sequence (O88943 whole entry, looked up): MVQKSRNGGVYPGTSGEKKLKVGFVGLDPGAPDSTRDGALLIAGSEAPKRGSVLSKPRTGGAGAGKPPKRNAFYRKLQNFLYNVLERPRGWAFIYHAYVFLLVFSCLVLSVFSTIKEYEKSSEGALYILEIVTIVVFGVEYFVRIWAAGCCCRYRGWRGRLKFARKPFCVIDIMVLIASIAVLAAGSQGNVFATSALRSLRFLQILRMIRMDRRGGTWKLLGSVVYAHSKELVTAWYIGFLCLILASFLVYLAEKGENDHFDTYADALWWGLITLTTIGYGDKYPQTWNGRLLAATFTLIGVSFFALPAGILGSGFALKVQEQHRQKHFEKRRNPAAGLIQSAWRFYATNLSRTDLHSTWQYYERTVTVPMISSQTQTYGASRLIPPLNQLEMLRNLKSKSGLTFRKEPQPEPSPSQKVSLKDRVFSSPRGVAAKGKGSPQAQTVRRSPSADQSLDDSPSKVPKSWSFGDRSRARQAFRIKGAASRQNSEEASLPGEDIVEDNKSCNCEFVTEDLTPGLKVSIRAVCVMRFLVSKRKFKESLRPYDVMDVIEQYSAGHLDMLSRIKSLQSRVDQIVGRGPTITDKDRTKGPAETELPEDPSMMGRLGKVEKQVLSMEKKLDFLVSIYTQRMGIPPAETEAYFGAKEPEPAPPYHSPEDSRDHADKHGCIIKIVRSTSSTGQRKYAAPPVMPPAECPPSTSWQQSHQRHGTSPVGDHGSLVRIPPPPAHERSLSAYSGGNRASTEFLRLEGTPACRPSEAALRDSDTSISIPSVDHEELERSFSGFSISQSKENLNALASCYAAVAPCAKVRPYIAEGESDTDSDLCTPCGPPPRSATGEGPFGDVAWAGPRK
Active calls of the source: *; i = inactive.

The first 5 entries, ahead of the listing:
SMILES	Kir21 block	KCNQ2 block
CSc1ccc(/C=N/Nc2nc(C)cc(=O)[nH]2)cc1	1.44	i
COc1ccc(NC(=O)C(NC(=O)CNC(C)=O)c2ccc(C)cc2)cc1 (stereo unspecified)	-0.93	i
COc1ccccc1C1C(C(=O)c2ccco2)=C(O)C(=O)N1c1cc(C)on1 (stereo unspecified)	-1.52	i
CN(C)S(=O)(=O)c1ccc(S(=O)(=O)Nc2ccc3c(c2)oc2ccccc23)cc1	0.16	i
CN(C)c1ccc(C2C3=C(CCCC3=O)OC3=C2C(=O)CCC3)cc1	0.04	i

The listing (from the top)
SMILES	Kir21 block	KCNQ2 block
CSc1ccc(/C=N/Nc2nc(C)cc(=O)[nH]2)cc1	1.44	i
COc1ccc(NC(=O)C(NC(=O)CNC(C)=O)c2ccc(C)cc2)cc1 (stereo unspecified)	-0.93	i
COc1ccccc1C1C(C(=O)c2ccco2)=C(O)C(=O)N1c1cc(C)on1 (stereo unspecified)	-1.52	i
CN(C)S(=O)(=O)c1ccc(S(=O)(=O)Nc2ccc3c(c2)oc2ccccc23)cc1	0.16	i
CN(C)c1ccc(C2C3=C(CCCC3=O)OC3=C2C(=O)CCC3)cc1	0.04	i
CCC1Sc2ccc(S(=O)(=O)CCC(=O)Nc3ccc(OC(F)(F)F)cc3)cc2NC1=O (stereo unspecified)	-0.09	i
CN(C)S(=O)(=O)c1cccc(NC(=O)COC(=O)CCc2nc3ccccc3s2)c1	1.89	i
CC(OC(=O)Cn1c(C(F)(F)F)nc2ccccc21)C(N)=O (stereo unspecified)	2.13	i
CCS(=O)(=O)c1ccc2oc(SCC(=O)NCCC3=CCCCC3)nc2c1	-0.08	i
COc1cccc(N2C(=O)C3CC=C(Cl)CC3C2=O)c1 (stereo unspecified)	-1.17	i
Cc1cc(NC(=O)C(C)C)ncc1NC(=O)c1ccccn1	1.21	i
Cc1ccc(C2(c3noc(CN(C)CC4COCCO4)n3)CCCC2)cc1 (stereo unspecified)	-0.48	i
O=C(C1CCCN(Cc2ccccc2[N+](=O)[O-])C1)N1CCCCC1 (stereo unspecified)	-1.09	i
COc1cccc(C(=O)NC2CCCN(C3Cc4ccccc4C3)C2)c1OC (stereo unspecified)	-0.3	i
Cc1ccc(C)n1-n1c(C)nc2scc(-c3cccs3)c2c1=O	1.31	i
CN(C(=O)/C(N=Nc1cccc(C(F)(F)F)c1)=C(\O)C(F)(F)F)c1ccccc1	-0.42	i
O=c1cc(-c2ccc(O)c(O)c2)oc2cc(O)cc(O)c12	-2.03	i
COC(/C=C/Nc1ccc(Cl)cc1)=C(C#N)C#N	1.26	i
CC1CN(C(=O)c2cc3cc(Br)ccc3[nH]2)CC(C)O1 (stereo unspecified)	0.02	i
O=C(Nc1ccccc1-c1nnn(CC(=O)N2CCN(c3ccccc3)CC2)n1)c1cccs1	-0.1	i
COCCCNC(=O)C(C#N)c1nc2ccccc2nc1N1CCN(Cc2ccccc2)CC1 (stereo unspecified)	1.86	i
NS(=O)(=O)c1ccc(CCNC(=O)c2ccccc2OCc2ccc(F)cc2)cc1	-1.23	i
FC(F)(F)c1cccc(Nc2cc(-c3ccccc3)nc3ncnn23)c1	-1.37	i
O=C(NCc1ccccc1)c1ccc2nc(-c3ccco3)c(-c3ccco3)nc2c1	-0.75	i
CCOC(=O)c1[nH]c(C)c(C(=O)Nc2ccc(C)cc2C)c1C	0.36	i
Cc1ccc2oc(C(=O)N3CCC(C(N)=O)(N4CCCCC4)CC3)c(C)c2c1	0.68	i
COC(=O)C(Cc1c[nH]c2ccccc12)NC(=O)C1CC1 (stereo unspecified)	-0.83	i
CC(C)CCn1c2ccccc2c2cc(CC(N)=O)ccc21	4.01	i
CC(=O)Nc1ccc(Oc2cnccn2)cc1	-1.88	i
CCN1CCN(C(=O)CSc2ccc(C)cc2)CC1	1.76	i
O=c1oc(-c2ccccc2NS(=O)(=O)c2ccc(F)cc2)nc2ccccc12	-0.29	i
CN(C)S(=O)(=O)c1ccc(Cl)c(C(=O)Nc2cccc([N+](=O)[O-])c2)c1	-0.07	i
COc1ccc(F)cc1S(=O)(=O)Nc1ccc2c(c1)OCO2	0.81	i
Nc1ccnn1Cc1cccs1	-1.8	i
O=[N+]([O-])c1c(NCCCO)cc(Sc2ccc(Cl)cc2)c2nonc12	-1.63	i
O=C(C1=C[C@H](C2CCCCC2)C[C@H](OCc2ccc(CO)cc2)O1)N1CCN(Cc2ccccc2)CC1	-0.28	-6.71*
COc1ccc(CCNC(=O)/C(=C/c2cccnc2)NC(=O)c2ccccc2)cc1OC	-0.17	i
CCC1CCCCN1C(=O)Nc1ccc(F)cc1 (stereo unspecified)	-0.06	i
COc1cccc(OC)c1OCCOCCn1cnc2ccccc2c1=O	-1.73	i
Cc1ccc(S(=O)(=O)n2nccc2-c2c(-c3ccc(Cl)cc3)noc2C)cc1	-0.71	i
Cc1cc(NC(=O)CCCn2ccc([N+](=O)[O-])n2)n(Cc2ccc(F)cc2)n1	0.35	i
COc1ccc(/C=C/C(=O)c2cc(Br)ccc2O)cc1OC	2.32	i
CCc1nnc(NC(=O)CSc2nnc3ncccn23)s1	-0.16	i
CC(=C/c1ccccc1)/C=N/n1cnnc1	0.81	i
C=C1CSc2nc(=O)c3c4c(sc3n21)CCCC4	2.28	i
CCc1ccc(C2=C/C(=C/c3cccnc3)C(=O)O2)cc1	0.46	i
CCCc1cc(=O)[nH]c(SCC(=O)NC)n1	-1.81	i
COc1ccc(N2C(=O)C3NN=C(C(=O)OCc4ccccc4)C3C2=O)cc1 (stereo unspecified)	0.05	i
CC1(C)CC(=O)N(c2ccccc2)C1(C)O (stereo unspecified)	1.4	i
CC(=O)c1cc(-c2ccccc2)n(CC(=O)NC2CCCC2)c1C	-0.04	i
Cc1cc(OCC(=O)NCC2CCC(C(=O)O)CC2)c2c(C)cc(=O)oc2c1 (stereo unspecified)	0.91	i
O=S(=O)([O-])CCC[N+]1(CC#Cc2ccccc2)CCCCC1	0.02	i
CC(=O)Oc1ccc(-c2csc(Nc3ccc(S(N)(=O)=O)cc3)n2)cc1	0.25	i
CCCCn1c(SCC(=O)Nc2cc(C(F)(F)F)cc(C(F)(F)F)c2)nnc1C(CC)N(C)C (stereo unspecified)	-0.3	i
COC(=O)c1cc(-c2ccc(OC)cc2)nc2nc(SC)[nH]c(=O)c12	0	i
S=C(NCc1ccc(Cl)c(Cl)c1)Nc1ccc2c(c1)OCO2	0.01	i
O=C(NCCc1ccccc1)c1cccc(Br)c1	-0.54	i
CCCN1Cc2cccc(C(=O)NCc3ccccc3)c2C1=O	3.04	i
Cc1ccccc1NC1C=CS(=O)(=O)C1 (stereo unspecified)	1.6	i
COc1ccc(-c2nn(CCC(=O)O)cc2/C=C2\SC(N)=NC2=O)cc1	2.52	i

An excerpt from above in order of length of the SMILES, falling.
SMILES	Kir21 block	KCNQ2 block
CCCCn1c(SCC(=O)Nc2cc(C(F)(F)F)cc(C(F)(F)F)c2)nnc1C(CC)N(C)C (stereo unspecified)	-0.3	i
COc1ccc(-c2nn(CCC(=O)O)cc2/C=C2\SC(N)=NC2=O)cc1	2.52	i
CCCN1Cc2cccc(C(=O)NCc3ccccc3)c2C1=O	3.04	i

More compounds follow.
SMILES	Kir21 block	KCNQ2 block
CC(C)c1ccc(C(=O)NCCCc2ccccc2)cc1	0.89	i
CCOC(=O)CC(=O)CSc1nc2cc(C)ccc2cc1C	-0.26	i
O=S(=O)(CCc1ccccc1)/N=C/c1cccs1	-0.52	i
O=S(=O)(NCCc1ccccc1)c1cccc2nsnc12	-0.49	i
O=CN1CCN(S(=O)(=O)c2ccc(Cl)c(C(=O)O)c2)CC1	1.56	i
CC(C)[C@H](NC(=O)[C@@H]1Cc2ccccc2CN1)C(=O)NC1CCCCC1	-2.43	i
Cc1oc(C(C)(C)C)cc1C(=O)N1CCN(c2ccc(C(F)(F)F)cn2)CC1	-0.5	i
CC(/C=C/c1ccccc1)=N\NC(=O)c1ccc2c(c1)OCCO2	0.55	i
CCc1nnc(NC(=O)c2c(-c3ccccc3)noc2C)s1	-1.71	i
COc1ccc(COc2ncnc3ccc(Br)cc23)cc1F	-1.72	i
Cc1ccc(N2C(=O)/C(=C/c3cccnc3)SC2=S)cc1	1.67	i
CC(C)CCNC(=O)c1c[nH]c2ccc(S(=O)(=O)N3CCC4(CC3)OCCO4)cc2c1=O	0.08	i
Cc1[nH]c2ccccc2c1C(C[N+](=O)[O-])c1cccs1 (stereo unspecified)	-3.47	i
CC(C)c1nnc(NC(=O)CCC(=O)N2CCN(C3c4ccccc4-c4ccccc43)CC2)s1	-0.01	i
Cc1ccc(SCC(=O)Nc2nnc(C(C)(C)C)s2)cc1	2.11	i
O=C(NCc1cccnc1)c1ccc(Cn2c(=S)[nH]c3ccc(Br)cc3c2=O)cc1	0.15	i
CC(C(=O)Nc1ncn[nH]1)N1C(=O)c2ccccc2C1=O (stereo unspecified)	0	i
COc1ccc(C(=O)C2CCN(CC(=O)Nc3cc(C)cc(C)c3)CC2)cc1	-0.04	i
CCc1noc(C)c1C(=O)Nc1nc(-c2cc(OC)ccc2OC)cs1	1.65	i
CN(C)CCOc1ccccc1C(C)(C)C	1.32	i
CCOC(=O)CCSCC(=O)N1N=C(c2cccs2)CC1c1ccc(C)cc1 (stereo unspecified)	0.96	i
CC12CCC(=O)N1C(C(=O)Nc1cc(C(F)(F)F)ccc1N1CCCCC1)CS2 (stereo unspecified)	-0.29	-6.05*
Cc1nccc(-c2sc(-c3cccs3)nc2C)n1	0.26	i
COC(=O)c1cc(S(=O)(=O)N2CCCC(C)C2)cn1C (stereo unspecified)	0.22	i
CCC(CC)C(=O)Nc1nnc(SCC(=O)NC2CCCCC2)s1	1.04	i
COc1ccccc1NC(=O)COc1ccc(/C=N/NC(=O)CSCc2cc(C)cc(C)c2)cc1	1.15	i
O=C(OCc1ccccc1)c1cccc(-c2nnn(Cc3ccccc3)n2)c1	-0.87	i
COc1ncnc(OC)c1NC(=O)c1ccc(F)cc1	1.09	i
CCc1nnc(NC(=O)Cc2cc(OC)c(OC)c(OC)c2)s1	0.75	i
Cc1cc(Cl)c2oc(C(=O)N3CCN(C(=O)c4ccco4)CC3)c(C)c2c1	1.14	i
COc1cc(NC(=O)C(C)Oc2ccccc2)c(C(=O)O)cc1OC (stereo unspecified)	-0.2	i
Cc1nc(N2CCN(C)CC2)c2c(C)c(C(=O)Nc3ccc(F)cc3)sc2n1	0.37	i
CC(C)c1cc(C(=O)NNC(=S)NCc2ccco2)c(O)c(C(C)C)c1	0.39	i
C=CCN(c1ccccc1C(=O)NCC(=O)OCC)S(=O)(=O)c1ccc(C)cc1	2.84	i
CCOC(=O)c1ccc(NC(=O)CSc2nnc(C3CC3)n2C)cc1	1.62	i
CC(C)(C)C(=O)CSc1nnc(-c2cccs2)n1CC1CCCO1 (stereo unspecified)	1.02	i
CCn1c(CSc2nc3ccccc3s2)nnc1SCC(=O)c1ccc(O)cc1O	1.32	i
COc1ccc(CNC(=O)c2cc(S(=O)(=O)N3CCCC3)cn2C)cc1	-1.5	i
COc1ccc(S(=O)(=O)N(CC(=O)N2CCN(C)CC2)c2ccc(C)cc2)cc1OC	-0.06	i
O=C(CCC1CCCC1)Nc1ccon1	0.15	i
C=CCc1cccc(/C=N/n2c(C)nnc2C)c1O	0.21	i
COc1ccc(/C=N/Nc2cc(C)nc3c(C)cccc23)cc1	-0.72	i
CCN(CC)C(=O)N1c2ccccc2Sc2ccccc21	-1.72	i
c1ccc(C2CCC(N3CCC(N4CCCCC4)CC3)CC2)cc1 (stereo unspecified)	-2.22	i
COc1ccc(Cn2c(=O)oc3ccc(C)cc32)cc1	0.15	i
O=C(Cc1ccccn1)c1ccc(Cl)cc1	0.74	i
Cc1ccccc1NC(=O)c1cc(S(=O)(=O)N2CCOCC2)cs1	0.29	i
Cc1cccc(C)c1NC(=O)CCCn1nc(C)c2c(C)n(-c3ccccc3)nc2c1=O	0.57	i
CC1CCN(S(=O)(=O)c2ccc(-c3nnc(SCc4cccnc4)o3)cc2)CC1	-0.32	i
COc1ccc(/C(O)=C2/C(=O)C(=O)N(CCN3CCOCC3)C2c2ccccn2)cc1OC (stereo unspecified)	-0.87	i
CC(=O)Nc1ccc(N(C(=O)CNC(=O)c2ccco2)C(C(=O)NCc2ccco2)c2ccccc2F)cc1 (stereo unspecified)	0.47	i
O=C(CN(Cc1ccc(F)cc1)C(=O)CNS(=O)(=O)c1ccccc1)NCC1CCCO1 (stereo unspecified)	-0.31	i
O=C(NCc1ccc2c(c1)OCO2)c1ccc(CS(=O)Cc2ccc(Cl)cc2)o1 (stereo unspecified)	-0.49	i
CC(C)Oc1ccc(C(=O)N(Cc2ccco2)C2CCS(=O)(=O)C2)cc1 (stereo unspecified)	-1.44	i
O=S(=O)(c1cc(F)ccc1F)N1CCN(c2ncccn2)CC1	0.49	i
CCc1ccc2oc(C(=O)NCc3ccc(S(N)(=O)=O)cc3)c(C)c2c1	1.83	i
COc1ccccc1CSc1nc2ccccc2[nH]1	0.44	i
CCN(CC)C(=O)Cn1cc(S(=O)(=O)CC(=O)Nc2cc(OC)ccc2OC)c2ccccc21	0.27	i
Cc1ccc(N2C(=O)CCC(C(=O)O)C2c2cccs2)cc1 (stereo unspecified)	0.01	i
